IDE act = boosts human insulin-degrading enzyme activity in HEK cells; P14735; FAbeta-B cleavage, fluorescence polarization; 0% vehicle, 100% cell-free pure enzyme wells; activation, % at 5.96 µM; 0.073% of 340,000 active;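 active means activation above the mean of all tested compounds plus 3 SD, set per screening campaign, cut at about 17% in these data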
UBC9 SUMO inh = inhibitors of human SUMOylation (UBC9); P63279; HTRF SUMOylation assay, SAE1/SAE2 + UBC9, in vitro; inhibition, % at 35 µM; 0.36% of 290,000 active; in the data active means inhibition above about 50%, passing the limit was not always enough; further: strong numbers were not always called active
Target sequence (P63279 whole entry, looked up): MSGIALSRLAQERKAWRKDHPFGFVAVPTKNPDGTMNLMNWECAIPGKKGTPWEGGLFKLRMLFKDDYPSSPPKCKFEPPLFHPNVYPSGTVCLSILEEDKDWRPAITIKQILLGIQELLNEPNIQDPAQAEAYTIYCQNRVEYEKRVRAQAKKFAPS
IDE inh = cellular human IDE inhibition | HEK cells, FAbetaB cleavage, fluorescence polarization | inhibition, % at 5.59 µM | 0.41% of 320,000 active;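 active means percent inhibition above the average of all tested compounds plus 3 SD, set per screening campaign, cut at about 16% in these data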;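 further: IDE supplied by intact live HEK cells; FP after avidin binding of uncleaved biotin substrate so inhibition keeps polarization high; 0% = DMSO wells and 100% = 60 µM reference IDE inhibitor Ii1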
pCIP destab = compounds decreasing mouse p/CIP protein stability; Q05BA5; F442A p/CIP-EGFP cells, EGFP fluorescence, 16 h; decrease of EGFP signal, % at 10 µM; 0.01% of 290,000 active; AID 1984;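 active means EGFP signal decrease of at least 30% at 10 µM or well 3 SD below plate mean, unless failing retest; inactive means the rest, including hits failing retest or dose response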; further: some compounds called inactive have numbers as strong as hits; many of its hits are not listed in these tables
MEKK2wt PB1 HTS = raises or lowers MEK5 binding to wildtype human MEKK2 PB1 domain | Q9Y2U5 | bead flow cytometry, Alexa488-MEK5 binding to MEKK2 WT; actives lie on both sides | binding response (% of control), % at 10 µM | 1.1% of 290,000 active | AID 1531; in the data active means binding response below about 67% or above about 130%
MEKK2 mut-MEK5 = signal of MEK5 binding to mutant human MEKK2 PB1 domain; bead flow cytometry, Alexa488-MEK5 binding to MEKK2 mutant; percent response, % at 10 µM; 0.35% of 290,000 active; AID 1530; in the data active means percent response above about 24%, passing the limit was not always enough; further: inactives centre near 1; some results filed as inactive read as strong as hits; reference of the scale not given here
NALP1 yeast inh = inhibitors of NALP1 inflammasome in yeast; inhibition, % at 10 µM; 0.61% of 280,000 active; AID 2071; S. cerevisiae NALP1/ASC/caspase-1 growth, X-gal OD620, 72 h; in the data active means inhibition mostly above about 24%, no sharp cut-off; inactive means mostly below about 32%; further: some compounds called inactive have numbers as strong as hits
MEKK3 PB1 HTS = modulators (inhibitors or enhancers) of MEK5 binding to human MEKK3 PB1 domain; Q99759; bead-based flow cytometry, Alexa488-MEK5 binding to MEKK3; actives lie on both sides; 0 = blocked by unlabeled MEK5, 100 = vehicle; binding response (% of control), % at 10 µM; 1.4% of 290,000 active;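 active means binding response more than 3 SD above or below the average of its plate-row segment, actives on both sides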;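 further: Alexa488 bead fluorescence after subtracting the streptavidin-only scavenger bead signal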
Target sequence (Q99759 whole entry, looked up, the tested form may be a part): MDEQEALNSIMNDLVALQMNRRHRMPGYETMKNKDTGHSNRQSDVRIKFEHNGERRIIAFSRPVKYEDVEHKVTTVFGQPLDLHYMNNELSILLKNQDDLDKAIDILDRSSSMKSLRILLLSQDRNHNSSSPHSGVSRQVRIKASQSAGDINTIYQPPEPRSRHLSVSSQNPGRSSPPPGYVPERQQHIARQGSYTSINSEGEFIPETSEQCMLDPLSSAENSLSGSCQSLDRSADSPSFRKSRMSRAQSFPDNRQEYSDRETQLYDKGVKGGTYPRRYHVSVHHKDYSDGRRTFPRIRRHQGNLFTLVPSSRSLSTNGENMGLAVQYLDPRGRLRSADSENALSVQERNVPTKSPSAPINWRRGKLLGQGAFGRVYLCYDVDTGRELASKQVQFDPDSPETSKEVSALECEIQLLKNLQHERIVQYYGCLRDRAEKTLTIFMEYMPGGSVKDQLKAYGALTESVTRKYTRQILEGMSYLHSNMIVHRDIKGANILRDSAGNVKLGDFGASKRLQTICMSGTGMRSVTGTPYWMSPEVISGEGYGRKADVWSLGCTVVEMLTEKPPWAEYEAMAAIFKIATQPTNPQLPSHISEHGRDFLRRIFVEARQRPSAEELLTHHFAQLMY
M18AAP inhibitor = PfM18AAP enzyme inhibition | recombinant PfM18AAP, H-Glu-NHMec fluorogenic cleavage | inhibition, % at 7.35 µM | 1.2% of 290,000 active;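 active means inhibition above the campaign mean inhibition over all tested compounds plus 3 SD, cut at about 28% in these data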;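 further: 0% = plate median of test compound wells and 100% = 2 mM ZnCl2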
* marks the source's active call; other numbers are inactive results; nt = not tested or not shown; [ ] = remark or other dose.

IDE act,MEKK3 PB1 HTS,NALP1 yeast inh,IDE inh,pCIP destab,MEKK2 mut-MEK5,UBC9 SUMO inh,MEKK2wt PB1 HTS,M18AAP inhibitor,Structure
3,104,-4,3,2,3,7,107,-2,O=C(NCc1ccccn1)c1cn(Cc2ccccc2)nn1
4,103,-2,-3,-129,2,12,104,-18,Cc1c(C(=O)N(C)c2ccccc2Cl)cnn1-c1ccccc1
5,102,40,-3,-1,8,17,107,-3,O=C(Nc1ccc(Cl)cc1)Nc1nnc(CSCc2ccccc2Cl)s1
6,105,7,-6,-4,14,13,101,-1,CCCc1cc(N2CCCC(C(=O)NCc3ccc4c(c3)OCO4)C2)n2ncnc2n1 (stereo not given)
4,102,12,2,-13,-1,14,103,-12,COc1ccccc1CNC(=O)Cc1ccc(C)cc1
1,102,-12,-10,-4,2,12,101,3,CCCCS(=O)(=O)Nc1ccc2ncn(C)c(=O)c2c1
1,108,4,-4,-9,6,20,106,1,CCOc1ccc(S(=O)(=O)NCCOC)cc1C
4,109,-8,8,-11,9,2,112,-3,O=C(C1=C[C@H](c2csc3ccccc23)C[C@H](OCc2ccc(CO)cc2)O1)N1CCN(Cc2ccccc2)CC1
-12,109,0,6,4,19,-3,116,2,C=CCN(C(=O)c1cccc(S(=O)(=O)N2CCN(C)CC2)c1)c1nc(-c2ccccc2)cs1
7,96,0,3,-6,-2,-24,95,13,CCCCNC(=S)N=Nc1c(O)[nH]c2ccccc12
5,101,26,2,6,1,-6,99,3,COc1ccc(C(=O)Nc2nc(C)cc(C)n2)cc1[N+](=O)[O-]
4,101,1,4,-6,-7,-2,102,-10,COC(=O)c1ccc2c(c1)C(=O)N(C1CCCCC1)C2=O
7,115,3,-1,1,5,-4,115,10,CCN1C(=O)/C(=C\N(C)C)c2ccccc21
6,106,23,-5,-5,13,7,119,-4,O=C(COc1ccccc1[N+](=O)[O-])N/N=C/c1cccc(OC(=O)c2ccc3c(c2)OCO3)c1
-4,104,19,3,-8,15,-8,110,2,CCOc1cc(CNn2cn[nH]c2=S)cc(Cl)c1OCc1ccccc1F
-3,86,14,3,-4,0,-1,105,-3,Cc1cc(C(F)(F)F)nn1CC(=O)Nc1ccc(Br)c2cccnc12
-5,106,-3,4,-4,-1,10,104,-1,Cc1cc(=O)oc2cc(OCc3ccc(C(=O)OCC(=O)N(C)C4CCS(=O)(=O)C4)cc3)ccc12 (stereo not given)
2,103,24,11,8,-3,0,99,-3,Cc1cccc(NC(=O)COc2ccc(-c3nn(C)c(=O)c4ccccc34)cc2)c1
0,102,7,2,-27,5,-9,104,-7,CCOC(=O)C1CCN(Cc2nnc(-c3ccccc3C)o2)CC1
-2,108,14,5,-9,4,4,111,-21,Cc1cccc(-n2c(C)nc3c(cnn3-c3ccc(F)cc3)c2=O)c1
0,101,17,-2,-16,0,14,102,-13,Cc1cccc2c1cnn2C(=O)Nc1ccc(Br)cc1F
3,89,15,nt,-4,-7,-8,86,-1,CCCCN(C(=O)c1cccc2c(=O)c(C)c(-c3ccccc3)oc12)c1ccccc1
6,100,47,8,-9,-1,-11,101,1,COc1ccc2cc(C(C)c3nc4ccccc4c(=O)n3N)ccc2c1 (stereo not given)
1,100,13,2,-3,13,-15,109,0,O=C(COC(=O)c1ccc(S(=O)(=O)Nc2ccccc2)cc1)NCCC1=CCCCC1
-1,74,48,-4,9,-5,-10,87,1,CC(C)NCCOCCOc1ccc(Cl)cc1Br
3,89,17,0,-1,-5,7,93,-8,C/C(=N\N1C(=O)c2ccccc2C1=O)c1cccc([N+](=O)[O-])c1
3,103,14,0,-10,5,9,101,9,COc1ccc(CNC(=O)C2CCN(S(=O)(=O)c3c(C)n[nH]c3C)CC2)cc1
5,82,16,0,-1,-3,-8,91,-9,CC(OC(=O)c1cccnc1Cl)C(=O)Nc1ccc2c(c1)OCCO2 (stereo not given)
0,112,nt,2,-7,15,-8,116,1,Cc1ccc(C)c2[nH]c(=O)c(CCNC(=O)c3cc4ccccc4o3)cc12
1,107,8,nt,-3,3,34,110,11,CCOC(=O)C1=C(C)N=c2s/c(=C\c3cccc(OCC(=O)O)c3)c(=O)n2C1c1ccccc1 (stereo not given)
nt,97,-2,3,6,-4,1,94,-3,CNC(=O)c1cc(NC(=O)CCn2nc(-c3ccc(C)cc3)c3ccccc3c2=O)ccc1OC
3,102,5,2,4,5,17,106,-1,CN(C(=O)c1ccncc1)C1CCS(=O)(=O)C1 (stereo not given)
3,104,22,-1,-5,2,0,103,1,O=C(NCc1cccnc1)C(=O)NCC1OCCN1S(=O)(=O)c1ccc(Cl)cc1 (stereo not given)
-12,102,0,7,-15,4,8,104,11,Cn1c(SCCOc2cccc(Cl)c2)nnc1-c1ccncc1
-2,102,15,1,-3,5,2,105,-3,CC(C)c1ccc(N(C(=O)CNC(=O)c2ccco2)C(C(=O)NC2CCCC2)c2cccnc2)cc1 (stereo not given)
5,117,5,-3,-9,0,8,102,19,C/C(Cn1nnc([N+](=O)[O-])n1)=N\NC(=O)c1ccc(O)cc1O
3,103,15,-1,7,5,1,104,0,CC(C)CC(NC(N)=O)C(=O)NCc1ccccc1Cl (stereo not given)
3,104,16,1,-4,-2,2,100,-1,Cc1cc(C)c(NC(=O)CSc2nc3ncc(Cl)cc3[nH]2)c(C)c1
2,106,-4,0,10,2,6,107,0,Cc1cc(C)n(-c2nc(-c3ccccc3)cs2)n1
-1,93,22,-7,-10,-2,59*,92,9,CCc1cc[n+](C2=C([O-])c3ccccc3C(=O)/C2=N\S(=O)(=O)c2cccs2)cc1
-7,102,15,1,5,2,-4,102,-3,COc1cc(NC(=O)Cn2c([N+](=O)[O-])cnc2C)c(OC)cc1Cl
-1,99,9,4,-3,-3,2,102,-1,COCC(=O)Nc1ccccc1NC(C)=O
7,100,-1,1,9,-2,0,99,-13,CCCn1c(SCC(=O)Nc2ccc(Cl)cc2)n[nH]c1=O
3,59,-14,3,-3,-17,28,70,-3,Cc1ccc(F)c(NC(=O)/C(C#N)=C(\O)c2ccc(C(C)(C)C)cc2)c1
-2,109,5,-2,-5,3,10,106,2,COc1ccc(-c2nc(CS(=O)CC(=O)NCC3CCCO3)c(C)o2)cc1 (stereo not given)
0,106,-38,2,0,2,-2,109,2,Cc1noc(/C=C/NCc2cccnc2)c1S(=O)(=O)N(C)CC(=O)N1CCc2ccccc21
-3,105,18,2,4,3,-2,108,5,O=C(N/N=C/c1cc(Br)cs1)C(O)c1ccccc1 (stereo not given)
7,105,0,-2,-3,4,-21,102,-12,O=C(NCc1ccccc1)c1ccc(C(=O)N(C2CCCCC2)C2CCCCC2)cc1
1,100,5,5,-9,-2,15,93,0,CCc1ccc(NC(=O)CSc2nc3cc(C(=O)OC)ccc3c(=O)n2Cc2ccco2)cc1
0,101,7,2,-6,0,6,101,5,CC(=O)NC(CC(=O)O)c1ccc(F)cc1 (stereo not given)
3,96,18,-4,-1,-4,22,97,-13,O=C(Nc1nc2ccc(F)cc2s1)Oc1ccccc1
0,78*[inhibitor],21,-4,-10,-6,12,84,-3,Cc1cc2nncn2c2ccccc12
5,93,21,1,-4,-6,0,83,-3,Cc1ccc(S(=O)(=O)N2CCCCC2)cc1NC(=O)Cc1c[nH]c2ccccc12
nt,101,3,7,-5,0,17,98,6,COc1ccc(N2C(=O)[C@@H]3C(c4cccnc4)=NO[C@@H]3C2=O)cc1
4,103,4,nt,-11,6,8,100,-7,C=CCSc1nnc(CSc2nc3sc4c(c3c(=O)[nH]2)CCCC4)n1-c1ccccc1
3,98,7,6,-10,4,8,104,3,CCOC(=O)N1CCC(N2C(=O)c3ccc(C(=O)O)cc3C2=O)CC1
0,103,-24,-1,-1,1,-5,101,7,CCn1c(SC(C)C(=O)Nc2nnc(C)s2)nnc1-c1ccco1 (stereo not given)
1,100,-12,6,-3,2,-8,102,1,COc1ccc(C(C)=O)cc1COC(=O)c1cc(C)oc1C
5,nt,4,0,-4,nt,-8,nt,-4,O=C(Nc1nc(-c2ccccc2)cs1)c1cccc(S(=O)(=O)N2CCN(Cc3ccccc3)CC2)c1
1,103,40,6,2,5,3,109,-1,CN1CCN(C(=S)c2ccc(-c3cccc(Cl)c3Cl)o2)CC1

(next part)
IDE act,MEKK3 PB1 HTS,NALP1 yeast inh,IDE inh,pCIP destab,MEKK2 mut-MEK5,UBC9 SUMO inh,MEKK2wt PB1 HTS,M18AAP inhibitor,Structure
0,100,3,nt,0,3,43,102,5,Cc1cccc2c1c1ccc3c(c1n2C)C(=O)C=CC3=O
2,96,18,5,-9,-11,5,99,-12,Cc1ccc(CC(=O)Nc2ccc([N+](=O)[O-])cc2C)cc1
-4,87,12,7,-3,-3,-8,90,-3,Cc1ccc(C2SCC(C(=O)O)N2C(=O)c2ccc(F)cc2)cc1 (stereo not given)
-47,109,nt,26*,-5,2,-9,100,8,Cc1ccc(/C=N\NC(=O)/C(=C\Nc2nccc(C)n2)NC(=O)c2ccccc2)cc1
2,102,24,1,9,4,20,103,4,NC(=O)Nc1ccccc1C(=O)NCCc1ccccc1

No new results follow: entries from further up.
IDE act,MEKK3 PB1 HTS,NALP1 yeast inh,IDE inh,pCIP destab,MEKK2 mut-MEK5,UBC9 SUMO inh,MEKK2wt PB1 HTS,M18AAP inhibitor,Structure
-4,87,12,7,-3,-3,-8,90,-3,Cc1ccc(C2SCC(C(=O)O)N2C(=O)c2ccc(F)cc2)cc1 (stereo not given)
-47,109,nt,26*,-5,2,-9,100,8,Cc1ccc(/C=N\NC(=O)/C(=C\Nc2nccc(C)n2)NC(=O)c2ccccc2)cc1
2,102,24,1,9,4,20,103,4,NC(=O)Nc1ccccc1C(=O)NCCc1ccccc1

Screening data (PubChem BioAssay)

An excerpt; the hit share may differ from the screen's.
